# APJ antagonist = blocks the human apelin receptor APJ. CHO-K1 APJ beta-arrestin complementation, luminescence. P35414. actives 0.32% (n = 330,000). inhibition, % at 20 µM;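 active means inhibition above about 40% at 20 µM, limit read from the data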;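 further: cells challenged with 10 nM apelin-13 agonist together with compound; plate controls were apelin-13 plus DMSO wells for no effect and DMSO wells lacking apelin-13 for full effect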
# Target sequence (P35414 whole entry, looked up): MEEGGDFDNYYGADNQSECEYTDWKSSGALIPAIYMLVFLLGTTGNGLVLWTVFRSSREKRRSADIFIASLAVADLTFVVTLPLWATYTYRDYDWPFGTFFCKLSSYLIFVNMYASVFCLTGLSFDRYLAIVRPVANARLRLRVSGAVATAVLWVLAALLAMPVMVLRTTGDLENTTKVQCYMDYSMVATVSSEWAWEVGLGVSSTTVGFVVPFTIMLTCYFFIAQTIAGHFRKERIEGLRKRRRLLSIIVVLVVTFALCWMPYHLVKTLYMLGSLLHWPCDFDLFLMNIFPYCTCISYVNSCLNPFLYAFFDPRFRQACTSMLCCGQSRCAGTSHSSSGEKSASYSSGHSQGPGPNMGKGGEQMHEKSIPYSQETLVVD
# XBP1 UPR activ = adaptive UPR (XBP1) activation | CHO-XBP1 luciferase reporter, IRE1-XBP1 UPR activation, luminescence; percent of tunicamycin response, DMSO as zero | actives 0.33% (n = 330,000) | activation, % at 20 µM | AID 463104;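 active means versus positive control, 20 µM dose yields 30% or more activation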;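 further: 100% = tunicamycin at 10 µg/mL and 0% = DMSO only wells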
#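 Assay system: CHO-XBP1 luciferase reporter cells; Schedule: 6 h treatment, 37 °C; Detection: glow luminescence from Steady-Glo reagent; Benchmarks: high control tunicamycin 10 µg/mL final, low control DMSO vehicle only.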
# Jurkat NFkB inh = lowers PMA/ionomycin-induced NF-kB signal in Jurkat cells; inhibition, % at 4 µM; PMA/ionomycin-induced NF-kB luciferase reporter, luminescence; actives 0.53% (n = 330,000); in the data active means inhibition above about 50%
# Mdm2 MdmX PPI = human Mdm2/MdmX binding inhibition | SaOS-2 split-luciferase Mdm2/MdmX complementation, luminescence | inhibition, % at 8 µM | actives 3% (n = 330,000) | AID 485346;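 active means inhibition of at least 50% at 8 µM in the primary screen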
# tim23-1 inh = growth inhibitors of tim23-1 mutant yeast; inhibition, % at 20 µM; S. cerevisiae tim23-1 growth, BacTiter-Glo luminescence, 24 h; AID 463212; actives 1.3% (n = 330,000);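 active means growth inhibition of the mutant yeast at or above 50%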;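 further: temperature-sensitive mutant grown at 25 °C; plate controls were DMSO-treated mutant yeast for no effect and medium wells lacking yeast for full effect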
# 697 NFkB inh = lowers PMA/ionomycin-induced NF-kB signal in 697 B cells; 697 B-cell NF-kB luciferase reporter, 16 h; inhibition, % at 4 µM; actives 0.33% (n = 330,000); in the data active means inhibition above about 35%
# CHOP UPR activ = activators of apoptotic arm of unfolded protein response (CHOP). CHO-CHOP luciferase reporter, UPR activation, luminescence; percent of tunicamycin response over DMSO baseline. activation, % at 10 µM. actives 0.34% (n = 330,000). AID 449763;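 active means at 10 µM dose, activation of 40% or more, normalized to positive control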;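 further: 100% = tunicamycin at 10 µg/mL and 0% = DMSO alone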
#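 assay system = CHO CHOP reporter cells | amount = 500 CHO-CHOP cells per well | buffer or medium = F12 with 10% FBS | incubation = 16-18 h cell attachment, then 6 h compound exposure, 37 °C | detection = luminescence read with Steady-Glo | read-out = percent activation relative to tunicamycin control | controls = tunicamycin high control, DMSO low control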
# APJ agonist = agonists of human APJ apelin receptor; P35414; CHO-K1 APJ PathHunter beta-arrestin, luminescence; 0% DMSO wells, 100% apelin; activation, % at 20 µM; actives 0.11% (n = 330,000);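 active means activation more than six SD over the plate average, tested at 20 µM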;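 further: 0% = DMSO alone and 100% = apelin-13 at 10 nM; some results filed as inactive read as strong as hits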
#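 Material: engineered CHO-K1 APJ arrestin reporter cells; amount: 1000 CHO-K1 reporter cells seeded per well; incubation: compound stimulation 90 min at 25 °C, detection 60 min; signal: luminescent beta-gal fragment complementation, chemiluminescent substrate; read-out basis: APJ agonist activity; controls: DMSO-only wells as negative, 10 nM Apelin-13 as positive control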
# The depositor's hits bear a star.
1) COc1ccc(N2CC(C(=O)OCC(=O)NCc3ccccc3)CC2=O)cc1 (stereo not given)
2) CCc1sc(C(=O)Nc2nc(C)cs2)cc1C
3) O=S(=O)(NC1=NCCCCC1)c1cccs1
4) CCOC(=O)/C(=C/c1ccc(Cl)cc1)NC(=O)c1ccco1
5) Fc1ccc(NC(=S)Nc2cccnc2)c(F)c1F
6) Clc1nc2nc3n(c2nc1Cl)CCC3
7) Cc1ccc(NS(=O)(=O)c2cccc(C(=O)N(C)Cc3cccs3)c2)cc1
8) CCOCCCNC(=O)c1cn2c3c(ccc(Cl)c3c1=O)OC(C)C2 (stereo not given)
9) Cc1cccc(OCCOC(=O)C2CCN(S(=O)(=O)c3ccc(C)c(C)c3)CC2)c1
10) O=C(N/C(=N\O)c1ccccc1)Nc1ccc(Cl)cc1
assay / compound	1	2	3	4	5	6	7	8	9	10
APJ antagonist	4	5	-2	0	-10	-5	2	-9	-13	-14
APJ agonist	-2	-2	-3	0	0	-5	-1	-2	-1	4
Mdm2 MdmX PPI	-13	-170	14	12	-29	20	16	-22	8	-10
697 NFkB inh	-10	-26	6	6	10	19	10	16	8	12
XBP1 UPR activ	1	0	-1	-2	1	0	-5	-2	-3	3
Jurkat NFkB inh	-1	-146	-11	-19	-5	11	9	-23	8	5
tim23-1 inh	24	29	2	29	6	15	1	8	17	29
CHOP UPR activ	-0.1	1.1	-1.0	-1.5	1.8	1.1	-0.5	5.0	-0.1	6.1

11) Cc1nn(C)c(C)c1NC(=O)COc1ccc(Cl)cc1Br
12) O=C(Nc1c(Cl)cccc1Cl)c1cc(=O)n(Cc2ccccc2)c(=O)[nH]1
13) CC(=O)Nc1ccc(S(=O)(=O)CCC#N)cc1
14) Clc1ccc(-c2ccnc(-n3cccc3)n2)s1
15) CCn1c(CC(=O)Nc2ccc(C)cc2)nnc1SCC(=O)N1CCOCC1
16) CN(C)CCCN(C(=O)c1ccc(S(=O)(=O)N(C)C)cc1)c1nc2ccc(F)cc2s1
17) COc1ccc2c(COC(=O)CNS(=O)(=O)c3ccccc3)cc(=O)oc2c1
18) Cc1ccc(OCc2nnc(SCC(=O)N3CCc4ccccc43)n2C)cc1
19) S=C(NC1CC1)N1CCCc2ccccc21
20) CCOC(CNC(=O)c1ccc2c(c1)ncn2-c1ccccc1OC)OCC
assay / compound	11	12	13	14	15	16	17	18	19	20
APJ antagonist	-6	-18	-13	-6	-2	0	-2	-11	13	12
APJ agonist	-2	-3	-1	5	-5	-4	-2	-10	-9	-1
Mdm2 MdmX PPI	-12	4	22	-31	-1	32	-6	8	10	20
697 NFkB inh	-17	16	6	-1	-10	6	4	7	-20	18
XBP1 UPR activ	-1	3	0	4	-4	3	1	0	-3	-1
Jurkat NFkB inh	10	4	-9	-19	-7	-10	-3	-9	-18	-9
tim23-1 inh	3	-5	2	24	3	-1	-5	4	-3	17
CHOP UPR activ	-0.6	1.3	-1.5	2.0	-2.7	0.8	2.9	1.0	-2.2	1.0

21) COc1cc(NC(=O)COC(=O)/C=C/c2c(C)nn(C3CCS(=O)(=O)C3)c2Cl)cc(OC)c1OC (stereo not given)
22) CCOC(=O)C1=C(COC(=O)/C=C/c2ccc(SC)cc2)NC(=O)NC1C (stereo not given)
23) c1csc(-c2nnc(COc3ncnc4sccc34)o2)c1
24) COc1ccc(Nc2ccnc(Nc3ccc(OC)cc3)n2)cc1
25) C=CCn1cccc(C(=O)Nc2ccc(C)cc2)c1=O
26) CC(C(=O)N1CCCC1)N(c1ccccc1)S(C)(=O)=O (stereo not given)
27) C=CCOc1nc2c(c(=O)n(C)c(=O)n2C)n1Cc1ccccc1
28) CCOC(=O)c1[nH]c2ccccc2c1NC(=O)C(C)(C)C
29) CCn1c(/C=C/c2ccc(O)cc2)nc2ccccc2c1=O
30) CNc1nc(-c2ccccc2)nc(-c2ccc(OC)cc2)c1C#N
assay / compound	21	22	23	24	25	26	27	28	29	30
APJ antagonist	-13	-19	-6	-4	3	14	7	3	0	-9
APJ agonist	0	2	-3	-1	-3	-2	3	1	-1	-1
Mdm2 MdmX PPI	-8	22	9	21	-27	8	16	12	15	0
697 NFkB inh	-2	-18	-5	-68	-78	2	-24	16	-25	12
XBP1 UPR activ	-3	5	-3	7	1	0	-5	-4	4	-3
Jurkat NFkB inh	-10	-1	13	-36	-54	-1	4	0	-25	-11
tim23-1 inh	-4	0	-2	7	12	8	25	16	43	-5
CHOP UPR activ	1.6	-1.0	0.5	3.3	8.7	2.9	0.7	-0.5	1.2	-1.5

31) COc1ccc(OC)c(NC(=O)CN(C)S(=O)(=O)c2ccc3nc(C)sc3c2)c1
32) CCc1ccc(CN(C)C(=O)c2cc(=O)c3ccccc3o2)cc1
33) O=C(NN1C(=O)NC2(CCCCC2)C1=O)c1ccc(Cl)c(Cl)c1
34) O=C(CSc1nnc(-c2ccccc2)o1)N1CCc2ccccc2C1
35) CCOc1ccccc1CNC(=O)c1ccccc1NC(=O)C1=CSCCO1
36) Cc1nnc(SCC(=O)Nc2ncc(Cl)cc2Cl)n1Cc1ccccc1
37) CCOC(=O)[C@H]1[C@H]2COc3ccc(Br)cc3[C@@H]2N2C(=O)CN(Cc3ccc(Cl)cc3)C(=O)[C@@]12C
38) O=C(/C=C/c1ccco1)N1CCC(Cc2ccccc2)CC1
39) NNC(=O)c1ccc(Cl)cc1Cl
40) O=C(c1ccc([N+](=O)[O-])cc1)N1CCC(n2nnc3cc(F)ccc32)CC1
assay / compound	31	32	33	34	35	36	37	38	39	40
APJ antagonist	-5	8	10	5	22	0	5	-24	-16	3
APJ agonist	1	-3	-4	-4	3	-4	0	-2	-4	-4
Mdm2 MdmX PPI	15	2	6	-6	20	-2	19	-15	9	18
697 NFkB inh	12	-9	15	-6	13	13	-15	2	3	9
XBP1 UPR activ	-2	-5	0	3	1	3	-3	1	1	-3
Jurkat NFkB inh	0	-3	-7	-15	4	4	-14	-6	1	-2
tim23-1 inh	16	19	10	14	24	6	16	28	17	-9
CHOP UPR activ	-1.7	-0.1	-0.1	-1.1	-0.7	-2.4	3.0	2.7	-1.0	0.4

# Copied from above (five entries):
31) COc1ccc(OC)c(NC(=O)CN(C)S(=O)(=O)c2ccc3nc(C)sc3c2)c1
32) CCc1ccc(CN(C)C(=O)c2cc(=O)c3ccccc3o2)cc1
33) O=C(NN1C(=O)NC2(CCCCC2)C1=O)c1ccc(Cl)c(Cl)c1
34) O=C(CSc1nnc(-c2ccccc2)o1)N1CCc2ccccc2C1
35) CCOc1ccccc1CNC(=O)c1ccccc1NC(=O)C1=CSCCO1
assay / compound	31	32	33	34	35
APJ antagonist	-5	8	10	5	22
APJ agonist	1	-3	-4	-4	3
Mdm2 MdmX PPI	15	2	6	-6	20
697 NFkB inh	12	-9	15	-6	13
XBP1 UPR activ	-2	-5	0	3	1
Jurkat NFkB inh	0	-3	-7	-15	4
tim23-1 inh	16	19	10	14	24
CHOP UPR activ	-1.7	-0.1	-0.1	-1.1	-0.7

# Later entries.
41) Cc1cc([N+](=O)[O-])ccc1NC(=O)Nc1ccc(F)cc1F
42) CSc1nc2ccc3nc(NC(=O)c4ccc(C)cc4)sc3c2s1
43) Cc1ccc(-c2nnc(SCc3ccccc3F)o2)cc1
44) Cc1ccc(-c2csc3ncnc(N4CCN(C(=O)c5ccccc5)CC4)c23)cc1
45) O=C(OCC(=O)c1ccc(Cl)s1)c1ccccn1
46) COc1ccc(C(=O)NCC(=O)c2ccccc2)cc1
47) C=CC[C@H](CC(=O)N[C@H](CO)Cc1ccccc1)C(=O)N[C@H](COC(=O)[C@H](CC=C)CC(=O)OC(C)(C)C)Cc1c[nH]c2ccccc12
48) COc1cc2nc(CN3CCN(S(=O)(=O)c4cc(C)ccc4C)CC3)[nH]c(=O)c2cc1OC
49) COc1ccccc1CNC(=O)C1=C(C)C(=O)OC12CCC(C)CC2 (stereo not given)
50) COc1ccc(CN2CCN(C(=O)c3ccc(S(=O)(=O)N4CCCCCC4)cc3)CC2)cc1F
assay / compound	41	42	43	44	45	46	47	48	49	50
APJ antagonist	-4	-29	-1	3	12	3	4	10	5	-17
APJ agonist	-1	-1	-3	6	-1	-2	-1	-3	-1	5
Mdm2 MdmX PPI	46	61*	-195	44	6	-29	9	26	12	19
697 NFkB inh	-5	-17	-149	3	8	-122	-6	7	9	-30
XBP1 UPR activ	-2	9	-1	-1	0	-3	-2	-1	-4	-2
Jurkat NFkB inh	3	-12	-165	-1	21	-113	-6	6	12	27
tim23-1 inh	33	0	20	37	10	-7	-1	11	19	23
CHOP UPR activ	2.3	3.2	1.2	-2.1	5.3	0.7	2.1	-0.4	1.8	0.5

51) CCN(CC)c1ccc(-c2nnc(SCC(=O)N(CCOC)c3c(N)n(CC(C)C)c(=O)[nH]c3=O)o2)cc1
52) CC(C)CCN1CCN(Cc2cccc3cccnc23)CC1CCO (stereo not given)
53) CC(=O)c1cccc(NC(=O)C(C)OC(=O)C2=NNC(=O)CC2)c1 (stereo not given)
54) COc1ccccc1CNC(=O)CCCc1cn(C)c2ccccc12
55) COC(=O)c1sc(NC(=S)NC(=O)c2ccc(C)cc2)nc1C
56) Cc1c(C(=O)c2ccccc2)c2ccccn2c1CCc1ccccn1
57) Cc1ccccc1NC(=O)CSc1ccc(-c2ccco2)nn1
58) CCOC(=O)/C=C/C(=O)Nc1ccc(-c2nnc3n2CCCCC3)cc1
59) Cc1cccc(NC(=O)C2CCN(S(=O)(=O)c3cccs3)CC2)c1
60) COC(=O)c1ccccc1NC(=O)C1CCN(C(=O)c2cc(OC)cc(OC)c2)CC1
assay / compound	51	52	53	54	55	56	57	58	59	60
APJ antagonist	11	1	-2	-8	12	-16	0	2	0	5
APJ agonist	7	-4	-1	-3	-4	-3	-1	0	-1	0
Mdm2 MdmX PPI	-13	0	-18	4	-24	-1	1	3	-2	18
697 NFkB inh	-54	6	7	9	-23	6	11	7	-16	9
XBP1 UPR activ	1	-2	1	-3	0	6	1	3	5	0
Jurkat NFkB inh	-32	-11	8	3	-4	3	14	0	6	7
tim23-1 inh	17	7	12	24	-14	25	18	10	6	13
CHOP UPR activ	1.8	2.0	1.3	-3.2	2.7	-1.4	3.9	-0.7	2.6	-0.3

61) O=C(NCCc1ccc(Cl)cc1)c1cccs1
62) O=C(CCl)Nc1c(C(=O)Nc2ccc3c(c2)OCCO3)oc2ccccc12
63) CN(C)CCNC(=O)C(C(=O)c1ccc(F)cc1)n1ccccc1=O (stereo not given)
64) Cc1ccccc1NC(=O)CN1CCN(C)CC1
65) CCC(=O)Nc1ccc(C(=O)CSc2nnc(-c3cccnc3)o2)cc1
assay / compound	61	62	63	64	65
APJ antagonist	-4	9	3	3	-4
APJ agonist	-4	-4	-1	-3	2
Mdm2 MdmX PPI	-3	45	3	-3	25
697 NFkB inh	-16	-156	10	10	12
XBP1 UPR activ	1	-4	-1	-6	-3
Jurkat NFkB inh	-29	-89	-13	-21	4
tim23-1 inh	-37	48	-5	-15	6
CHOP UPR activ	4.2	2.9	0.2	-0.6	-0.7

# Record cards (already shown).
# Shown for `S=C(NC1CC1)N1CCCc2ccccc21` : APJ antagonist = 13; APJ agonist = -9; Mdm2 MdmX PPI = 10; 697 NFkB inh = -20; XBP1 UPR activ = -3; Jurkat NFkB inh = -18; tim23-1 inh = -3; CHOP UPR activ = -2.2
# Shown for `Cc1ccc(NS(=O)(=O)c2cccc(C(=O)N(C)Cc3cccs3)c2)cc1` : APJ antagonist = 2; APJ agonist = -1; Mdm2 MdmX PPI = 16; 697 NFkB inh = 10; XBP1 UPR activ = -5; Jurkat NFkB inh = 9; tim23-1 inh = 1; CHOP UPR activ = -0.5
